Screening data as filed in PubChem.
phage Ecoli inh = E. coli growth loss with phage present; 360,000 tested, 0.26% active; inhibition, % at 11.9 µM; growth absorbance; in the data active means inhibition above about 11%
AddAB inh = less growth of phage-infected E. coli with AddAB; E. coli expressing H. pylori AddAB, absorbance growth; inhibition, % at 11.9 µM; 330,000 tested, 0.29% active; in the data active means inhibition above about 12%;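 further: 0% = vehicle wells of infected cells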
Rtt109 Vps75 = C. albicans Rtt109 histone acetyltransferase inhibition. purified Rtt109/Vps75, ThioGlo CoA-SH fluorescence, 4 h. inhibition, % at 34.9 µM. 330,000 tested, 0.16% active;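 active means inhibition of at least 50% in every replicate; inconclusive means best replicate reaches 50% inhibition but some replicates fall short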
Target sequence (Q5AAJ8 whole entry, looked up): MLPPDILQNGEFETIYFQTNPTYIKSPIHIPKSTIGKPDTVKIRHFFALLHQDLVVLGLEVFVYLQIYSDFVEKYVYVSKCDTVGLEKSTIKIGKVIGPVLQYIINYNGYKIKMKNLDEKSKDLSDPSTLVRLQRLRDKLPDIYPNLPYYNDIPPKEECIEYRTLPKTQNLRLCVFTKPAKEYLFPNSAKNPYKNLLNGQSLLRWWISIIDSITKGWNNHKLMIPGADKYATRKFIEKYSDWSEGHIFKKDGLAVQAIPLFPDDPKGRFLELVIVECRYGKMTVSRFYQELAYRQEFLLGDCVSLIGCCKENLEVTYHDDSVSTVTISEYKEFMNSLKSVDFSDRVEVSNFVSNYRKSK
Wnt bcat act = activates Wnt/beta-catenin signaling in a reporter cell assay. activator, plate reader. activation, % at 9.35 µM. 300,000 tested, 1.2% active. AID 743398; in the data active means activation above about 30%, passing the limit was not always enough; inconclusive means no clear call, values can overlap the other calls;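 further: 0% = neutral control wells and 100% = positive control wells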
PvdQ inh = blocks Pseudomonas aeruginosa PvdQ acylase activity; purified PvdQ acylase, fluorescence plate reader; inhibition, % at 10 µM; 340,000 tested, 0.063% active; in the data active means inhibition above about 30%, passing the limit was not always enough; inconclusive means no clear call, values can overlap the other calls;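 further: 0% = vehicle neutral wells and 100% = reference inhibitor wells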
CAL PDZ inh = human CAL PDZ-peptide interaction inhibition; inhibition, % at 20 µM; AID 504414; 330,000 tested, 0.02% active; Q9HD26; purified CAL PDZ, TMR-peptide fluorescence polarization, 1 h;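 active means highest replicate inhibition of at least 40%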;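 further: plate controls were DMSO neutral control wells for no effect and unlabeled competitor peptide control wells for full effect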
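Read-out basis: mP drop reported as inhibition | Assay system: Tagged CAL PDZ protein CerCALP, purified | Benchmarks: Unlabelled peptide for full inhibition, DMSO wells as neutral | Schedule: 1 h incubation at room temperature before polarization reading | Buffer or medium: Sodium phosphate/NaCl buffer pH 7.4 with TCEP, IgG, Thesit | Doses: Single point, 20 µM | Measured by: Fluorescence polarization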
E coli growth = reduces bacterial viability in AddAB counter-screen. E. coli V3065 growth, OD600 absorbance, 18 h. inhibition, % at 11.9 µM. 330,000 tested, 0.27% active;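 active means inhibition above the campaign's mean inhibition across all tested compounds plus 3 SD, cut at about 9.9% in these data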;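 further: uninfected addAB+ strain grown without phage in ampicillin broth; 0% = DMSO wells and 100% = ciprofloxacin 0.95 µg/ml wells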
DAGLB inhibitor = diacylglycerol lipase beta (human) inhibition; Q8NCG7; 340,000 tested, 0.059% active; HEK293T DAGLB membrane lysate, EnzChek fluorogenic substrate; inhibition, % at 5.17 µM; in the data active means inhibition above about 34%;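 further: 0% = enzyme with vehicle and 100% = wells lacking enzyme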
Target sequence (Q8NCG7 whole entry, looked up): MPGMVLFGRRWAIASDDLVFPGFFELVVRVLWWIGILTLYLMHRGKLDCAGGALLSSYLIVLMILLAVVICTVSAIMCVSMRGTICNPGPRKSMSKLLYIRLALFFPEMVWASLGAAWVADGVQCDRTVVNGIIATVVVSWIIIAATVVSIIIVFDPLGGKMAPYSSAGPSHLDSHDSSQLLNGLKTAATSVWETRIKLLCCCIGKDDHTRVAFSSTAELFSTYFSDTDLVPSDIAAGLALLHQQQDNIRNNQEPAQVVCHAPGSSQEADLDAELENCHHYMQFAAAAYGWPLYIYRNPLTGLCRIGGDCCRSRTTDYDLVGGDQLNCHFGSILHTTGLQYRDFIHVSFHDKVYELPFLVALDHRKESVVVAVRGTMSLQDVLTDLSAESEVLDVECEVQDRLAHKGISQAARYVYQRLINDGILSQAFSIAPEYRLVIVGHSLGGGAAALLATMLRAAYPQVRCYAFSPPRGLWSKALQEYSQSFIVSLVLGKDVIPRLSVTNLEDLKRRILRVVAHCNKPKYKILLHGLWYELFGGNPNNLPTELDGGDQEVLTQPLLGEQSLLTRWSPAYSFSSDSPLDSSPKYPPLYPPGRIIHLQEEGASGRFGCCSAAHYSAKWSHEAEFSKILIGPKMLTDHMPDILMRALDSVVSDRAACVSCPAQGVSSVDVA
PfHsp90 set2 = growth inhibition of yeast expressing Plasmodium Hsp90. inhibition, % at 9.4 µM. S. cerevisiae expressing PfHsp90, BacTiter-Glo ATP, 48 h; yeast lacking PDR1 and PDR3 efflux regulators. 310,000 tested, 0.32% active. AID 504621;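 active means every replicate shows inhibition above about 80%, whatever the replicate mean, limit read from the data; inconclusive means mean inhibition reaches the set limit but some replicate falls short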;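 further: 0% = DMSO neutral controls and 100% = 20 µM radicicol positive controls; yeast relying on Plasmodium falciparum Hsp90 in place of its own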
Tat export inh = blocks Tat-dependent protein export in E. coli; AID 488895; 340,000 tested, 0.036% active; inhibition, % at 10 µM; E. coli MC4100 TorA-mCherry Tat export, fluorescence;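 active means mean replicate inhibition at least 50% and at least half of replicates individually reaching 50%; inconclusive means only one of the two criteria met; inactive means neither criterion met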;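 further: exported cargo escapes ClpAP degradation while cytoplasmic cargo is degraded and loses fluorescence; 0% = median of neutral control wells and 100% = median of NaSCN control wells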
The depositor's hits bear a star; ? = inconclusive; nt = not tested or not shown. Not a hit list; overall some 1.9% were active at least once.

SMILES	phage Ecoli inh	AddAB inh	Rtt109 Vps75	Wnt bcat act	PvdQ inh	CAL PDZ inh	E coli growth	DAGLB inhibitor	PfHsp90 set2	Tat export inh
CCc1nc2nc(C)c(NS(=O)(=O)c3ccc(F)cc3)c(=O)n2[nH]1	-2.0	3.9	-5	-1	7	-2.5	0.4	-6	24	-10
O=C(Nc1cccc(N2C(=O)C3CCCCC3C2=O)c1)c1ccccc1 (stereo unspecified)	-1.0	0.7	-12	1	-9	0.0	1.8	1	5	-1
COCC(=O)N(C)[C@H]1C[C@H]2c3cc(-c4ccccc4)ccc3CCN2C(=O)[C@H]1[C@H](C)O	1.6	nt	-2	1	-15	-0.3	nt	-2	10	5
Cc1cc2nc(C3CCN(C(=S)NCCCOC(C)C)CC3)[nH]c2cc1C	1.8	2.0	9	0	-12	-7.5	-0.8	-2	-32	-1
O=C(Nc1ccc(Cl)cc1)Nc1cccc2nsnc12	6.0	3.5	-8	?	14	-1.7	5.2	-10	12	-2
COc1ccc(C(=O)N/C(=C\c2cn(S(=O)(=O)N(C)C)c3ccccc23)C(=O)NCCCN2CCOCC2)cc1	0.0	0.3	1	-1	-10	-2.1	-1.7	-2	-12	-3
CN(C)S(=O)(=O)c1ccc(C(=O)NCC(C)(C)N2CCOCC2)cc1	0.5	0.0	10	-1	-14	-0.3	2.1	0	5	-5
CCC(C)c1ccc(NC(=S)NCc2cccnc2)cc1 (stereo unspecified)	7.0	4.6	19	nt	-8	-1.9	2.1	5	21	-11
COc1ccc(N2C(=O)C(CC(=O)Nc3ccccc3)N(Cc3ccccn3)C2=S)cc1 (stereo unspecified)	1.4	4.3	0	-3	-16	-0.6	0.9	-2	-51	0
O=C(NC1CCCCC1)c1ccc(S(=O)(=O)N2CCOCC2)cc1	0.1	-0.9	11	nt	-9	-0.6	-1.8	3	-18	-3
CCOc1ccc2[nH]c(=O)c(CN(CCN3CCCC3)C(=S)Nc3ccccc3OC)cc2c1	1.1	-3.9	5	-2	-6	-3.3	-1.1	1	4	-8
CCN1CCN(C(=O)c2ccc3c(c2)c(C)c(C)n3Cc2ccccc2)CC1	1.1	2.3	2	1	0	-1.2	-1.1	1	22	7
Nc1n[nH]c(C(F)(F)F)c1-c1ccccc1	4.1	2.5	nt	-1	-16	-1.3	1.1	0	-10	-8
Cc1ccc(S(=O)(=O)N2[C@@H](c3ccc(F)cc3)C(C(=O)O)=C[C@H]2CC2CCCC2)cc1	0.9	2.9	-9	-2	7	0.0	-1.8	1	-18	-7
Cn1ncc(Cl)c1C(=O)Nc1cc(C(F)(F)F)ccc1F	3.8	0.0	-3	-1	-6	-1.1	-1.6	-4	nt	-13
CCOc1ccccc1C(=O)Nc1ccccc1C(N)=O	1.4	0.4	-4	nt	3	-2.3	-2.8	3	nt	-3
CNc1oc(-c2ccccc2Cl)nc1P(=O)(c1ccccc1)c1ccccc1	4.0	0.8	-5	-1	3	1.2	1.6	-1	0	14
c1ccc(Cc2noc(CN3CCN(Cc4ccc5c(c4)OCO5)CC3)n2)cc1	4.6	0.7	2	-6	-5	-0.2	-3.9	1	-17	3
CCOC(=O)C1CCN(S(=O)(=O)c2ccc3c(c2)N(C(C)=O)CC(C)S3)CC1 (stereo unspecified)	1.4	0.3	-5	-9	-12	-0.8	-1.9	-1	5	-3
COc1ccc(OC)c(-c2c(=O)n(OCc3ccccc3Br)c3ccccc3[n+]2[O-])c1	1.9	2.4	-8	-4	21	-0.7	0.6	-2	-9	6

Two compounds from above, showing only AddAB inh and CAL PDZ inh.
SMILES,AddAB inh,CAL PDZ inh
O=C(Nc1ccc(Cl)cc1)Nc1cccc2nsnc12,3.5,-1.7
CN(C)S(=O)(=O)c1ccc(C(=O)NCC(C)(C)N2CCOCC2)cc1,0.0,-0.3

More results follow.
SMILES	phage Ecoli inh	AddAB inh	Rtt109 Vps75	Wnt bcat act	PvdQ inh	CAL PDZ inh	E coli growth	DAGLB inhibitor	PfHsp90 set2	Tat export inh
COc1ccccc1COC(=O)CN1C(=O)NC2(CCCCC2C)C1=O (stereo unspecified)	-0.1	nt	6	-1	-15	-0.8	nt	-1	-28	-10
Cc1ccccc1NC(=O)Cn1c(=O)n(C)c2ccccc21	1.4	0.9	5	-2	-5	0.0	-0.2	1	-30	-17
CCOc1ccc(N(CC)C(=O)Cc2c(C(=O)O)n(C)c3ccccc23)cc1	10	-1.0	-8	1	-3	0.3	-1.2	3	-17	4
CCc1ccc(-c2ccc(SCc3ccccn3)nn2)cc1	0.2	0.8	0	13	-4	-1.4	0.1	-9	nt	4
CCn1c(SCC(=O)O)nnc1-c1ccccc1	0.5	-1.5	-1	0	-11	0.1	0.0	-1	-7	-5
NC(=O)C1CCN(CC(=O)Nc2ccccc2Sc2ccc(Cl)cc2)CC1	3.2	0.7	4	2	-15	-1.5	2.1	-1	-19	4
Cc1ccc(C)c(C(=O)OCC(=O)Nc2cccc(S(=O)(=O)NC3=NCCCCC3)c2)c1	-0.7	-1.9	0	-4	-1	0.5	-1.6	-1	-23	3
COc1ccccc1CNC(=O)C1CCN(S(=O)(=O)c2ccc(-n3cnnn3)cc2)CC1	-0.1	2.7	-1	-2	-9	-1.4	1.1	-1	-5	-28
O=C(CNC(=O)C1CCCCC1)NCCCO	0.1	-2.2	-3	nt	-7	0.1	-1.8	3	19	-2
CC1=C(C(=O)O)N2C(=O)C(NC(=O)c3nn(C)cc3[N+](=O)[O-])C2SC1 (stereo unspecified)	3.5	2.4	17	0	1	-0.7	-1.5	nt	-8	-7
CCN(Cc1ccncc1)C(=O)C1CCN(S(=O)(=O)c2cccs2)CC1	0.1	-2.2	1	-1	12	-2.0	0.2	-2	nt	-1
CC(C)c1ccc(CNC(=O)C(=O)NCCCn2ccnc2)cc1	2.5	4.5	-1	-1	-19	23	0.2	-1	nt	-1
COc1ccc2oc(=O)c(C(=O)NCc3ccccc3)cc2c1	-0.7	2.4	-6	-1	4	-0.3	0.0	-2	-6	-4
COCCNC(=O)Cn1cc(/C=N/NC(=O)c2ccc(Oc3ccc(O)cc3)cc2)c2ccccc21	2.8	1.3	1	-4	4	-1.2	-2.5	0	-14	-4
O=C(NC(=S)NCC1COc2ccccc2O1)c1ccccc1 (stereo unspecified)	2.3	2.8	11	nt	-1	-0.9	-2.0	-10	-11	3
O=C(CN1CCN(Cc2ccc(F)cc2)CC1)NCCc1ccccc1	1.7	1.5	-7	-2	-18	1.3	0.3	-2	-32	-1
O=C(Nc1ccc(-c2csc(Nc3cccc(C(F)(F)F)c3)n2)cc1)c1cccc(C(F)(F)F)c1	3.8	0.2	-6	-23	-12	-0.7	2.5	-8	-36	-1
Cc1ccc(-c2cc(C(=O)Nc3ccc(S(=O)(=O)Nc4cc(C)on4)cc3)c3ccccc3n2)c(C)c1	0.5	3.1	17	-3	-2	-0.9	-0.2	12	-9	2
CC(C)(C)NC(=O)/C(=C\c1ccco1)NC(=O)c1ccco1	1.3	nt	-8	0	-10	-0.9	nt	0	-3	-6
O=C(Nc1ncc(Cc2cccc(Cl)c2Cl)s1)c1ccc([N+](=O)[O-])cc1	2.2	1.0	3	-7	-7	-1.7	1.7	2	-14	1
C/C(=N\NC(=O)c1cccs1)c1ccc2ccccc2c1	1.1	2.9	0	9	1	-0.8	0.6	-3	17	-2
O=C1CCCCCCCN1Cc1ccccc1	3.0	3.1	1	-1	-5	0.1	1.3	-2	-20	2
O=C(Nc1ccccc1N1CCOCC1)c1ccncc1	-0.1	3.5	4	-2	-14	-0.1	-0.5	-1	-14	-6
CCOc1ccc(S(=O)(=O)N2CCN(C(=O)c3cc4ccccc4o3)CC2)cc1	2.3	0.0	18	2	-21	0.0	0.4	-3	nt	5
COc1ccc(-n2ccn3c(CCC(=O)N4CCN(c5cccc(C)c5C)CC4)nnc3c2=O)cc1	3.6	2.3	-3	-3	3	-1.5	-0.3	-2	-5	-6
Cc1cccc(N(C)C(=O)CCS(=O)(=O)c2cc3c(cc2Cl)NC(=O)CO3)c1	2.4	-3.0	0	-2	0	-1.3	0.9	8	27	-1
NC(=O)C1Cc2ccccc2CN1C(=O)c1nn(Cc2ccccc2)c(=O)c2ccccc12 (stereo unspecified)	nt	0.0	8	nt	0	0.4	-1.2	-3	-8	-5
CCOC(=O)N1CCN(S(=O)(=O)c2ccc(C(=O)NNc3nc4c(C)cccc4s3)cc2)CC1	7.1	2.8	-5	-11	-4	-0.9	3.0	1	-3	0
COCC(=O)Nc1ccc(N(C)C)cc1	4.1	3.0	-34	9	-7	-0.9	1.0	1	nt	-1
CC(C)(C)N(NC(=O)Nc1ccccc1)C(=O)c1ccccc1	3.5	0.8	1	1	-3	-0.9	0.4	0	-16	-4
CN(Cc1cccc(Cl)c1Cl)c1ccc(S(=O)(=O)N2CCCCC2)cc1[N+](=O)[O-]	2.0	5.2	-7	3	-9	0.3	-0.3	-8	1	-2
COc1ccccc1N1C(=O)c2ccc(C(=O)Nc3nccs3)cc2C1=O	3.0	3.7	24	0	5	-0.4	0.8	nt	0	-2
CCOC(=O)CCC(=O)Nc1ccc(S(=O)(=O)N2CCc3ccccc32)cc1	-0.2	1.2	-3	-1	-20	-0.6	2.4	1	-5	-4
COc1ccccc1NC(=O)Cc1c(F)cccc1Cl	0.1	4.0	-2	11	-6	0.1	1.7	-3	-1	12
Cc1ccc2c(c1)N(C(=O)CCC(=O)NCCN1CCOCC1)CCO2	4.2	1.2	3	-1	-13	-0.5	-1.1	0	-15	18
COc1ccc(CNS(=O)(=O)CCNC(=O)c2cccc(OC)c2)cc1	1.9	4.8	-2	-3	-8	-1.4	2.7	-2	-22	2
O=C(NCCCn1ccnc1)C1c2ccccc2Oc2ccccc21	2.6	1.7	1	nt	2	0.7	0.2	1	3	3
CCN(c1ccccc1)S(=O)(=O)c1ccc(N2CCN(c3ccc(OC)cc3)CC2)nc1	0.4	1.5	5	-3	-7	0.8	0.9	-2	23	-6
CC(C)(C)OC(=O)[C@H](Cc1ccccc1)NC(=O)c1nc[nH]c1C(=O)NC1CCN(C(=O)OC(C)(C)C)CC1	-0.2	-0.2	-1	-5	-11	-0.3	1.7	-3	12	?
CCC(C)NC(=O)c1ccc2c(c1)N(Cc1ccccc1)C(=O)CS2 (stereo unspecified)	-1.9	4.3	-7	0	2	-0.5	0.0	-1	nt	3
O=C(Nc1ccccc1N1CCOCC1)c1cnccn1	1.1	-1.9	0	-3	-6	-2.7	-0.8	1	-3	2
COc1cc(C(=O)NCC(=O)N/N=C/c2ccco2)cc(OC)c1OC	0.2	6.0	20	-1	7	-1.8	2.6	-1	-13	-3
COC(/C=C/Nc1ccc(Br)cc1)=C(C#N)C#N	1.3	-0.3	2	-1	-1	-0.4	0.6	1	-12	-3
COCC(=O)N/N=C\c1cccc(OC)c1OC/C=C/c1ccccc1	2.8	nt	2	2	-10	-1.3	nt	-3	-34	11
C=CCN1CC(=O)N2C(c3ccccc3)c3[nH]c4ccccc4c3C[C@H]2C1=O (stereo partly specified)	-0.5	nt	nt	9	-5	0.5	nt	2	-10	5
CS(=O)(=O)c1ccc(Cl)c(NC(=O)Cc2c(F)cccc2Cl)c1	2.7	-0.1	1	-2	-4	0.3	0.7	-2	-5	7
